AID inhibitor = Primary qHTS assay for inhibitors of Activation Induced Cytidine Deaminase (AID): AID signal; hit rate 0.32% among 91,000; Potency, µM (doses to about 115 µM), for the others: top-dose activity change, negative = inhibition, hits mostly inhibitors; AID 1347428, 2020; AID deamination FRET fluorescence, UDG-coupled, 4 h; Single-stranded DNA cytosine deaminase (Homo sapiens), Q9GZX7; also: nearly all actives have a fitted effect of over 25% in size
Target sequence (Q9GZX7 whole entry, looked up): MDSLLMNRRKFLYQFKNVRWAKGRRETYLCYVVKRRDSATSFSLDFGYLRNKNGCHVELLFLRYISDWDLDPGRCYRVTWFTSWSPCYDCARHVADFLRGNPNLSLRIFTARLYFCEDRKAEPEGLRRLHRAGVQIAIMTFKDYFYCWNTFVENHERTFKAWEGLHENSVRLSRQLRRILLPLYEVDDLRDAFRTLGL
UDG counterscr = Primary qHTS assay for inhibitors of Activation Induced Cytidine Deaminase (AID): UDG Counterscreen signal | hit rate 0.14% among 91,000 | AID 1347430, 2020 | Uracil-DNA glycosylase | Potency, µM (doses to about 115 µM), for inactives: at the top dose activity change, negative = inhibition, usual class: inhibitors | FRET deamination/UDG coupled assay, UDG read, 4 h; also: nearly all actives have a fitted effect of over 65% in size
Starred values were filed as active, the others as inactive; ? = inconclusive; & = joins results of further samples; [ ] = dose if it differs, or a comment. Calls follow the shape of the dose curve; as a rule, active = well fitted curve in the direction sought with a large enough effect; inconclusive = small, poorly fitted or top-dose-only effect, or another doubt; inactive = no such curve, though single readings can be large; an effect the other way counts as inactive or inconclusive. % is scaled to controls: 0 for no effect and ±100 for the full control effect; potency is read from the fitted curve at half-maximal effect. This is a subset. The share of hits here may be higher or lower than overall.

SMILES	AID inhibitor	UDG counterscr
O=C(COCc1cc(-c2ccc3c(c2)OCO3)on1)Nc1cc(Cl)ccc1O	9%	0%
Cn1c(NCc2ccccc2F)nc2ccccc21	-1%	?
C=C(C)CC1NC2CC(C)(C)C1c1c(Br)ccc(Br)c12 (stereo not drawn)	-16%	-1%
CCNC(=O)/C=C/c1ccc(C(=O)OC)cc1	-13%	-11%
CC(C)c1nnc2ccc(N3CCCC(C(=O)O)C3)nn12 (stereo not drawn)	-2%	-2%
O=C(NCCCc1nc2ccccc2n1Cc1ccccc1Cl)c1ccco1	-9%	-25%
C#CCOc1ccc2ccccc2c1C=O	-1%	-5%
O=S(=O)(NCCc1cccc2cccnc12)c1ccccc1	-8%	6%
CCOC(=O)c1cc2cc(Br)ccc2oc1=O	3%	12%
C(#Cc1ccccc1)C[N+]1(CC#Cc2ccccc2)CCCC1	-7%	-16%
NC(=O)c1ccc(CN(C(=O)/C=C/c2cccs2)C2CC2)cc1	-6%	-2%
CC(C)c1ccc(NC(=O)C2CCCN(S(=O)(=O)c3ccc(Br)s3)C2)cc1 (stereo not drawn)	5%	-9%[57.5 µM]
O=C(O)CCC(=O)N1CCOCC1	19%	3%
O=C(CCc1ncc(-c2ccccc2F)o1)NCCN1CCOCC1	4%	5%
Cc1cc(OCC(=O)N(Cc2ccc(N(C)C)cc2)C2CCS(=O)(=O)C2)cc(C)c1Cl (stereo not drawn)	?	-23%
COc1ccc(N(CC(=O)N2CCN(c3ccc(F)cc3)CC2)S(=O)(=O)c2c(C)nn(C)c2C)cc1	-4%	-7%
CCCCCn1c(=O)[nH]c2cc(C(=O)NCc3ccccc3)ccc2c1=O	6%	-7%
N[C@@H](Cc1cnc[nH]1)C(=O)O	3%	-1%
N#CC1(NC(=O)CSc2nc3ccccc3o2)CCCCC1	0%	-1%
Cc1csc2nc(COC(=O)CNC(=O)c3ccc(F)cc3)cc(=O)n12	27%	-28%
CCOC(=O)N1CCC(NC(=O)C2CCN(Cc3nc(-c4ccccc4)no3)CC2)CC1	-10%	7%
COc1cc(NC(=O)N2CCC3(CC2)Nc2ccccc2-n2cccc23)cc(OC)c1OC	-1%	?
CSc1ccc(NC(=O)c2ccc3c(c2)OCC(=O)N3)cc1	-2%	-4%
COc1ccc(S(=O)(=O)c2nnn(-c3ccc(C(C)C)cc3)c2C)cc1	?	-16%
COCCn1c(=O)c2c(nc(-n3nc(C)c(C)c3C)n2Cc2ccccc2)n(C)c1=O	-15%	-17%

Further records
SMILES	AID inhibitor	UDG counterscr
CSc1ncc(C(=O)Nc2ccccc2C(F)(F)F)c(-c2ccccc2)n1	-8%	-8%[57.5 µM]
COc1cc(NC(=O)c2ccc(-c3nc(CSc4ccccc4)c(C)o3)cc2)cc(OC)c1	?	-19%
COc1cccc(NC(=O)c2ccc3c(c2)CCN3S(C)(=O)=O)c1	-11%	9%
Cc1cccc(-n2ncc(C(=O)N3CCc4ccccc4C3)c2C2CCN(C(=O)OC(C)(C)C)CC2)c1	-3%	19%
CC1(C)CC(=O)C2=C(C1)OC(N)=C(C#N)C2c1ccc(C(F)(F)F)cc1 (stereo not drawn)	1%	3%
O=c1cc(CSc2ncn[nH]2)[nH]c2ccc(F)cc12	-7%	?
CCCSc1nnc2c(n1)OC(c1ccc(Br)s1)Nc1ccccc1-2 (stereo not drawn)	9%	-7%
CC1(C)CC(=O)C2=C(C1)OC(=O)CC2c1ccc2ccccc2c1 (stereo not drawn)	10%	2%
Cc1noc(Cn2c(=O)c3ccccc3n(CC(=O)Nc3cc(Cl)ccc3C)c2=O)n1	-11%	15%
CC1=C(C(=O)OCc2ccc(C)cc2)C(c2ccccc2F)CC(=O)N1 (stereo not drawn)	-14%	-20%
Cc1ccccc1C(=O)NC(c1ccccc1)C(C)(C)C (stereo not drawn)	-4%	-6%
c1ccc(CN2CCCNC2)cc1	0%	-3%
Cc1nc2ccc(C(=O)N3CCN(C(=O)C4CC4)CC3)cc2nc1C	10%	-1%
COc1ccc(-c2cc3nc(C)c(CCC(=O)N4CCN(c5ccccc5)CC4)c(C)n3n2)c(OC)c1	6%	3%
Cn1c(=O)c(=O)n(C)c2cc(S(=O)(=O)N3CCCC3C(=O)Nc3ccc(F)cc3)ccc21 (stereo not drawn)	15%	-10%
COC(=O)c1cc2sccc2n1CC(=O)Nc1ccc(OC)c(OC)c1	12%	-2%
N#Cc1c(C(F)(F)F)cc(-c2cccs2)nc1SCc1ccccc1F	11%	-5%
CCOc1ccccc1N1CCN(CC(=O)Nc2ccc(C)cc2F)CC1	-7%	-4%
CC(C)(C)CC(C)(C)NC(=O)C1CNC(=O)C1 (stereo not drawn)	1%	0%
Cc1nn(C)c(C)c1CC(=O)NCc1cccnc1N1CCOCC1	7%	3%
CC(Nc1ncccc1[N+](=O)[O-])c1cccc(Cl)c1 (stereo not drawn)	-1%	-1%
Cc1cc2nn(-c3ccc(Cl)cc3)nc2cc1NC(=O)C(C)C	49%[activator]	-16%
CCn1c(C)c(C)c2cc(C(=O)NCCCN3CCCCC3C)ccc21 (stereo not drawn)	5%	27%
O=[N+]([O-])c1ccccc1OCCCOc1ccc(Cl)c2cccnc12	-20%	-14%
COc1ccc(Nc2nc(-c3ccc(C)cc3)cs2)cc1	-7%	3%

Quoted at random: seven compounds from above.
SMILES	AID inhibitor	UDG counterscr
Cc1nc2ccc(C(=O)N3CCN(C(=O)C4CC4)CC3)cc2nc1C	10%	-1%
CSc1ncc(C(=O)Nc2ccccc2C(F)(F)F)c(-c2ccccc2)n1	-8%	-8%[57.5 µM]
CCn1c(C)c(C)c2cc(C(=O)NCCCN3CCCCC3C)ccc21 (stereo not drawn)	5%	27%
c1ccc(CN2CCCNC2)cc1	0%	-3%
CC1(C)CC(=O)C2=C(C1)OC(N)=C(C#N)C2c1ccc(C(F)(F)F)cc1 (stereo not drawn)	1%	3%
Cc1cc2nn(-c3ccc(Cl)cc3)nc2cc1NC(=O)C(C)C	49%[activator]	-16%
CC1(C)CC(=O)C2=C(C1)OC(=O)CC2c1ccc2ccccc2c1 (stereo not drawn)	10%	2%

Carrying on.
SMILES	AID inhibitor	UDG counterscr
O=c1c(=O)n(-c2ccc(F)c(F)c2)ccn1Cc1ccc(F)cc1Cl	11%	1%[57.5 µM]
N#Cc1ccc(CSc2nnc(N3CCCCC3)n2-c2ccccc2)cc1	-9%	8%
CCOC(=O)c1ccccc1NC(=O)NCc1cccn1Cc1ccc(F)cc1	3%	10%
COc1ccccc1-c1cc(C(=O)NCCc2ccccc2)no1	-13%	41%[activator]
CCCC(=O)Nc1nn2c(-c3ccccc3)nnc2s1	-1%	3%
Cc1sc2c(c1C)c(=O)n(-c1ccc(Cl)cc1)c(=O)n2Cc1c(F)cccc1Cl	-3%	-3%
O=C(CCc1ccccc1)N1CC=C(c2c[nH]c3ccccc23)CC1	34%[activator]	6%
N#Cc1ccccc1-n1cccc1	-4%	4%
O=C(CSc1nc(-c2ccc(F)cc2)cc(C(F)(F)F)n1)NCc1ccccc1	5%	-1%
O=C(O)CCC(CNS(=O)(=O)c1ccc(F)cc1)C(F)(F)F (stereo not drawn)	3%	4%
NC(=O)C1CCN(c2csc3ccc(F)cc3c2=O)CC1	15%	3%
Cc1cccc(-c2nc3c4ccccc4nc(NCc4ccccc4Cl)n3n2)c1	-16%	-24%
Cc1cc(C)c2oc(C(=O)Nc3c(C(=O)c4ccccc4)oc4ccccc34)cc(=O)c2c1	-6%	-22%[57.5 µM]
CCOC(=O)Cn1c(=O)oc2cc(S(=O)(=O)N3CCN(c4cccc(C)c4)C(C)C3)ccc21 (stereo not drawn)	3%	-17%
COC(=O)C1=C(C)N(C)C(=O)NC1c1ccc(Br)o1 (stereo not drawn)	-7%	-4%
CCC/C(=N\NC(=O)c1ccc(C(C)(C)C)cc1)c1ccccc1	0%	1%
Cc1ccccc1CNC(=O)CSc1cccs1	2%	-11%
CC(C)COC(=O)/C(=C/c1ccco1)NC(=O)c1ccccc1Cl	5%	-9%
Cc1cc(-c2ccc(C)c(S(=O)(=O)NC3CCCCC3)c2)on1	5%	-11%
O=C(Nc1c(NC2CCCC2)c2ccccc2oc1=O)c1cccs1	0%	6%
CCC(C)(CC(=O)O)Cc1nc2ccccc2s1 (stereo not drawn)	8%	15%
CCCCN1C(=O)C2(/C(=C(\O)c3ccc(OC)cc3)C(=O)C(=O)N2CCOC)c2ccccc21 (stereo not drawn)	-2%	-4%
CCCn1nc(C(=O)NCC(c2cccs2)N(C)C)c2ccccc2c1=O (stereo not drawn)	-2%	-3%
O=C(NCC(c1ccccc1)c1c[nH]c2ccccc12)c1cccs1 (stereo not drawn)	-12%	-9%
Cc1nc2nc(NC(=O)c3ccc(C(C)(C)C)cc3)[nH]n2c(=O)c1Cc1ccccc1	?	0%

4 of these compounds, reformatted.
> CC(C)COC(=O)/C(=C/c1ccco1)NC(=O)c1ccccc1Cl
  AID inhibitor: 5%
  UDG counterscr: -9%
> COC(=O)C1=C(C)N(C)C(=O)NC1c1ccc(Br)o1 (stereo not drawn)
  AID inhibitor: -7%
  UDG counterscr: -4%
> O=C(O)CCC(CNS(=O)(=O)c1ccc(F)cc1)C(F)(F)F (stereo not drawn)
  AID inhibitor: 3%
  UDG counterscr: 4%
> O=c1c(=O)n(-c2ccc(F)c(F)c2)ccn1Cc1ccc(F)cc1Cl
  AID inhibitor: 11%
  UDG counterscr: 1%[57.5 µM]

Further records follow.
SMILES	AID inhibitor	UDG counterscr
O=S(=O)(CCNCc1cccc(Cl)c1)Cc1ccccc1	-1%	-4%
Cc1cc(N2CCC(C(=O)N(CC(C)C)CC(C)C)CC2)n2nc(C)c(-c3ccc(Cl)cc3)c2n1	12%	1%
CCC(C)NC(=O)c1cc(-c2ccc3c(c2)OCO3)nc2ccccc12 (stereo not drawn)	-2%	1%
CCOc1ccc(-c2nc(SCC(=O)Nc3ccc4c(c3)OCO4)c(-c3ccc(F)cc3)[nH]2)cc1	1%	9%
O=C(CC1CCCC1)NCCc1cccnc1	8%	12%
Cc1ccc(NC(=O)Cc2nnc(SCC(=O)NC34CC5CC(CC(C5)C3)C4)n2C)c(C)c1	-5%	0%
Cc1cc(Nc2cccc(C(F)(F)F)c2)nc2ccc(NC(=O)c3cncc(Br)c3)cc12	18%	1%
COc1ccc(NC(=O)CSc2nc3nc(C)cc(C)n3n2)cc1	0%	-11%
O=C(/C=C/C(=O)OCCCc1ccccc1)OCCCc1ccccc1	-6%	-6%
CCC(=O)N1c2ccc(S(=O)(=O)N3CCC(C)CC3)cc2CC1C (stereo not drawn)	-6%	-6%
COc1cccc(C(=O)Nc2ccc(-c3cn4cccnc4n3)cc2)c1OC	?	-5%
CC(C)c1ccc(OCC(=O)Nc2ccc(S(=O)(=O)Nc3ncccn3)cc2)cc1	18%	23%
Cc1ccc(Nc2c(-c3cccnc3)nc3ccc(Cl)cn23)cc1	8%	-4%
O=C(NCC(c1ccc2c(c1)OCO2)N1CCOCC1)c1cccc(Cl)c1 (stereo not drawn)	6%	6%
O=C(NCCC1=CCCCC1)c1ccncc1	-6%	4%
COc1cc2c(cc1NC(=O)COc1ccc(Br)cc1C)oc1ccccc12	9%	-6%
COC(=O)CCN(c1ccccc1)C(CNS(=O)(=O)c1ccccc1)c1ccccc1 (stereo not drawn)	-4%	-10%
O=C(CC1C=CCC1)NC1CCN(Cc2cccc(C(F)(F)F)c2)CC1 (stereo not drawn)	-8%	-2%
Cc1c(Cl)c(=O)oc2cc(OC(=O)[C@@H](NC(=O)OC(C)(C)C)C(C)C)ccc12	-6%	11%
Cc1ccc(-c2nc(CS(=O)(=O)CC(=O)NCc3ccccc3Cl)c(C)o2)cc1	-9%	7%
COc1cc(C(=O)n2nc(-c3cccc(C)c3)nc2N)cc(OC)c1OC	3%	0%
CCN(CC)C(=O)CSc1nnc2ccc3ccccc3n12	5%	-3%
CC(C)(C)N=Cc1cc(Br)ccc1O	-13%	2%
CCc1ccc(CN(Cc2ccco2)C(=O)COc2ccccc2Cl)cc1	?	-10%[57.5 µM]
COc1ccc(CNC(=O)c2ccc3c(c2)N(Cc2ccccc2F)C(=O)c2ccccc2S3(=O)=O)cc1	0%	-11%

The results go on.
SMILES	AID inhibitor	UDG counterscr
O=C(CSc1ncnc2ccccc12)c1ccc2c(c1)OCCCO2	1%	2%
Cc1cccc(N2CCN([C@H]3CS(=O)(=O)C[C@@H]3S(=O)(=O)c3ccc(Cl)cc3)CC2)c1C	1%	4%
Cc1ccc(C(=O)O)cc1-n1cccc1	-4%	-5%
Cc1nc(SC(C)c2cc(F)ccc2F)sc1CC(N)=O (stereo not drawn)	-6%	-5%
CCOc1ccc2nc(Cl)c(C3CC(c4ccc(OC)cc4)=NN3S(C)(=O)=O)cc2c1 (stereo not drawn)	32%[activator]	0%
O=C(CCc1c[nH]c2ccccc12)Nc1ccccc1Oc1ccccc1	-7%	-4%
COc1cc(OC)cc(C(=O)Nc2nnc(C(F)(F)F)s2)c1	-10%	0%
C=CC[C@H]1CC(C)=C[C@H](CC=C)N1	6%&10%&1%	-4%&1%&-6%
CC(C)(C)c1ccc(C(=O)NCC(c2cccs2)S(=O)(=O)c2ccccc2)cc1 (stereo not drawn)	?	?
COc1ccc(Cc2nnc(SCC(=O)Nc3ccccc3Cl)n2C)cc1	-8%	-4%
Cc1cc(C)c(C(=O)COC(=O)/C=C/c2cccs2)cc1C	5%	0%
COc1ccc(NS(=O)(=O)c2ccc(OCC(=O)Nc3ccc4c(c3)OCO4)c(C)c2)cc1	-7%	-20%
COc1ccccc1-c1nn(CCC(=O)Nc2ccccc2)c2nc(C)cc(C)c12	?	-5%
Cc1cccc(-c2cc(C(=O)O)c3c(-c4ccc(F)cc4)[nH]nc3n2)c1	-6%	4%

Screening data as filed in PubChem BioAssay.
